ATG4B inhibitor = blocks human ATG4B protease cleavage of LC3 substrate. Q9Y4P1. ATG4B cleavage of LC3-PLA2, NBD-HPC fluorescence, 1 h. inhibition, % at 8.33 µM. actives 0.51% (n = 340,000). AID 504462; in the data active = inhibition above about 40%
Target sequence (Q9Y4P1 whole entry, looked up): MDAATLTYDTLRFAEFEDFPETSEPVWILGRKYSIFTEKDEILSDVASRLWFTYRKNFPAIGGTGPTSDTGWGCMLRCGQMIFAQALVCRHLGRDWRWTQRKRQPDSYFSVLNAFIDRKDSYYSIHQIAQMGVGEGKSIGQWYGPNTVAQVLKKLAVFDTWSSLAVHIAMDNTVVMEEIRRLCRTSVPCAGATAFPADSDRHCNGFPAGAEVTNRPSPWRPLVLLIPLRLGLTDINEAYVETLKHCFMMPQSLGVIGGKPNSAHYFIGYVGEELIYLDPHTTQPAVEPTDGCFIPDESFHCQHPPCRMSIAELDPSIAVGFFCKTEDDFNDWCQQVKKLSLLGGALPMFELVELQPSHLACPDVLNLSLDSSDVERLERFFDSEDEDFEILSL
SENP6 inh = SENP6 protease inhibition; Recombinant SENP6 catalytic domain, aminoluciferin luminescence; inhibition, % at 10 µM; actives 1.8% (n = 330,000);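 active = inhibition above about 50% at the single tested dose, limit read from the data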;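 also: plate controls were DMSO wells with enzyme for no effect and DMSO wells lacking enzyme for full effect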
Target sequence (Q9GZR1 628-1112 limits assumed): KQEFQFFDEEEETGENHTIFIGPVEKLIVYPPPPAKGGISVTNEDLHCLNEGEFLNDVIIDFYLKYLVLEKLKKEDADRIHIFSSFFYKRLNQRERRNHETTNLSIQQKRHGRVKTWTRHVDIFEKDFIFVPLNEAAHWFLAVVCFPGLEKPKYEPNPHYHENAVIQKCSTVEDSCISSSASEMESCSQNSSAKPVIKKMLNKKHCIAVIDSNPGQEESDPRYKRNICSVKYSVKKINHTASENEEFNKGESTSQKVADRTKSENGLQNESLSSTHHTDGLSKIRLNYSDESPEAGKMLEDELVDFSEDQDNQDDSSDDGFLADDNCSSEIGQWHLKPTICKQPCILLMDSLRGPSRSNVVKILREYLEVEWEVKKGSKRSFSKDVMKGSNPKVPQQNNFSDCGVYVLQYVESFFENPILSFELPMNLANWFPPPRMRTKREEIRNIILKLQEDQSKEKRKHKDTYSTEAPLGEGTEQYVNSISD
GRIN3A LBD mod = modulators (binders) of human NR3A ligand-binding domain. NR3A LBD differential scanning fluorimetry, Tm shift; 0% = protein alone, 100% = glycine-bound protein. Tm shift relative to glycine control, % at 25 µM. actives 2.5% (n = 340,000). AID 1259313;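 active = melting temperature shift of at least 10% of the positive control shift, at one fixed dose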
SENP8 inh = inhibitors of human SENP8 protease; recombinant SENP8, Nedd8 substrate fluorescence; inhibition, % at 20 µM; Q96LD8; AID 602440; actives 0.64% (n = 360,000); in the data active = inhibition mostly above about 40%, no sharp cut-off; inactive = mostly below about 27%
MPTP block = blocks calcium-induced mitochondrial swelling; isolated mouse mitochondria, Ca2+ swelling absorbance, 30 min; inhibition, % at 10 µM; actives 1.4% (n = 360,000);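 active = inhibition of 50% or more, scaled per plate between neutral and stimulator controls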;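 also: 0% = DMSO wells given calcium and 100% = 1 mM EGTA wells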
PfGluPho inh = PfG6PD (Plasmodium falciparum) enzyme inhibition; AID 504690; PfGluPho enzyme, NADPH resazurin-diaphorase fluorescence; actives 0.78% (n = 350,000); inhibition, % at 20 µM;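 active = inhibition reaching at least a set limit at 20 µM in the primary screen, cut at about 59% in these data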;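 also: 0% = DMSO wells with substrate and 100% = DMSO wells lacking glucose-6-phosphate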
SENP7 inh = SENP7 protease inhibition; recombinant SENP7, Z-RLRGG-aminoluciferin luminescence, 40 min; inhibition, % at 5 µM; actives 1.5% (n = 330,000);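 active = inhibition above about 50% at the single test dose, limit read from the data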;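 also: plate controls were DMSO with enzyme for no effect and no enzyme buffer wells for full effect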
HKDC1 inhibitor = HKDC1 (human) hexokinase inhibition. Q2TB90. recombinant HKDC1, G6PDH/diaphorase resazurin coupled fluorescence. inhibition, % at 20 µM. actives 0.16% (n = 340,000);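 active = inhibition above about 35% when tested at 20 µM, limit read from the data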;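 also: plate controls were DMSO wells with enzyme for no effect and DMSO wells lacking enzyme for full effect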
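Material – in-house recombinant HK5 (HKDC1) enzyme · Quantity – HKDC1 at 5 µg/mL · Buffer or medium – pH 8.0 Tris buffer with 10 mM MgCl2 · Reagent – glucose with 1 mM ATP · Dosing – single 20 µM dose · Times – reaction time 90 min, room temperature, protected from light · Technique – resorufin fluorescence at 613 nm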
* = called active by the depositor; x = not tested or not shown. Not a hit list; overall some 6.9% were active at least once.

SMILES	ATG4B inhibitor	SENP6 inh	GRIN3A LBD mod	SENP8 inh	MPTP block	PfGluPho inh	SENP7 inh	HKDC1 inhibitor
COc1ccc(OCC(Cn2cnc3ccccc32)OC(C)=O)cc1 (stereo not drawn)	-4	17	-2	9	1.4	17	-8	-6
Cc1ccc(S(=O)(=O)Nc2ccccc2N2CCOCC2)cc1	2	-5	3	-2	-0.4	62*	-3	-7
O=C(c1cc(COc2ccc(F)cc2Cl)on1)N1CCN(C2CCCC2)CC1	15	-15	-4	-1	0.1	-8	-4	-2
CCCS(=O)(=O)N1CCC(C(=O)NCCC(C)C)CC1	-3	-5	-2	10	0.2	5	1	-1
C1CCC(NC2=NCCC2)CC1	-3	-14	1	10	-2.5	-20	-6	-2
CCc1nnc(NC(=O)C2CC(=O)N(Cc3ccco3)C2)s1 (stereo not drawn)	-18	3	1	9	0.2	5	5	1
CC(=O)c1ccc(NC(=O)C2CCCN2S(=O)(=O)c2ccc(F)cc2)cc1 (stereo not drawn)	-9	-9	1	-4	-1.1	17	-9	-4
COc1ccc(Cc2nnc(NC(=O)c3ccccc3Cl)s2)cc1OC	0	-11	-1	9	-0.2	-27	-2	2
C=CC[C@@H](Cc1ccc(F)cc1)C(=O)OC[C@H]1CCCN1C(=O)[C@H](CC=C)CC(=O)N(CCO)Cc1ccccc1	4	-37	6	9	-1.5	25	-2	-5
COc1ccc(-c2nnc(C)c3nocc23)cc1	7	-3	0	-4	0.8	5	-1	3
CCCCNC(=O)c1cnc2n(c1=O)CCS2	-10	5	2	18	-0.2	-8	5	-6
O=C(CCN1CCN(c2ccc(F)cc2)CC1)Nc1ccc(F)cc1	-1	3	0	10	1.5	4	-4	-5
COC(=O)c1ccc2c(c1)NC(=O)C(N(CC(C)C)CC(C)C)S2 (stereo not drawn)	0	-13	-2	16	7.6	-14	-2	10
CCCCn1c(NC(=S)Nc2ccccc2)nc2ccccc21	11	-10	-13	11	2.5	1	-5	-32
CSc1ccccc1NC(=O)CN(C)CC(=O)Nc1ccccc1C(F)(F)F	-7	-2	0	14	1.3	-2	-2	-1
CNC(=O)CSc1nc2cccnc2n1C1CCCCC1	3	-3	-2	-2	1.1	15	1	5
Cc1ccc(NC(=O)C(C)OC(=O)Cn2cnc3ccccc3c2=O)cc1 (stereo not drawn)	2	-9	-2	14	0.1	4	9	-7
CCOCCOC(=O)C1=C(C)N(C)C(=O)NC1c1cc(Cl)c(O)c(OCC)c1 (stereo not drawn)	3	7	3	6	1.0	-2	-1	-2
COCCn1c(SCC(=O)N2CCN(c3ccccc3)CC2)nc2c(c1=O)SC(C)C2 (stereo not drawn)	0	11	1	23	0.7	12	-3	-7
CCCN(CC(=O)Nc1ccccc1C)C(=O)COC(=O)c1cnc(C)cn1	-1	x	-1	4	-0.8	14	x	-8

A different layout for part of the listing above.
Order of results: ATG4B inhibitor	SENP6 inh	GRIN3A LBD mod	SENP8 inh	MPTP block	PfGluPho inh	SENP7 inh	HKDC1 inhibitor
> CCCS(=O)(=O)N1CCC(C(=O)NCCC(C)C)CC1
→ -3	-5	-2	10	0.2	5	1	-1
> C1CCC(NC2=NCCC2)CC1
→ -3	-14	1	10	-2.5	-20	-6	-2
> CCc1nnc(NC(=O)C2CC(=O)N(Cc3ccco3)C2)s1 (stereo not drawn)
→ -18	3	1	9	0.2	5	5	1
> CC(=O)c1ccc(NC(=O)C2CCCN2S(=O)(=O)c2ccc(F)cc2)cc1 (stereo not drawn)
→ -9	-9	1	-4	-1.1	17	-9	-4
> COc1ccc(Cc2nnc(NC(=O)c3ccccc3Cl)s2)cc1OC
→ 0	-11	-1	9	-0.2	-27	-2	2
> C=CC[C@@H](Cc1ccc(F)cc1)C(=O)OC[C@H]1CCCN1C(=O)[C@H](CC=C)CC(=O)N(CCO)Cc1ccccc1
→ 4	-37	6	9	-1.5	25	-2	-5
> COc1ccc(-c2nnc(C)c3nocc23)cc1
→ 7	-3	0	-4	0.8	5	-1	3
> CCCCNC(=O)c1cnc2n(c1=O)CCS2
→ -10	5	2	18	-0.2	-8	5	-6
> O=C(CCN1CCN(c2ccc(F)cc2)CC1)Nc1ccc(F)cc1
→ -1	3	0	10	1.5	4	-4	-5
> COC(=O)c1ccc2c(c1)NC(=O)C(N(CC(C)C)CC(C)C)S2 (stereo not drawn)
→ 0	-13	-2	16	7.6	-14	-2	10
> CCCCn1c(NC(=S)Nc2ccccc2)nc2ccccc21
→ 11	-10	-13	11	2.5	1	-5	-32
> CSc1ccccc1NC(=O)CN(C)CC(=O)Nc1ccccc1C(F)(F)F
→ -7	-2	0	14	1.3	-2	-2	-1
> CNC(=O)CSc1nc2cccnc2n1C1CCCCC1
→ 3	-3	-2	-2	1.1	15	1	5
> Cc1ccc(NC(=O)C(C)OC(=O)Cn2cnc3ccccc3c2=O)cc1 (stereo not drawn)
→ 2	-9	-2	14	0.1	4	9	-7

Remaining list, next part:
SMILES	ATG4B inhibitor	SENP6 inh	GRIN3A LBD mod	SENP8 inh	MPTP block	PfGluPho inh	SENP7 inh	HKDC1 inhibitor
CCOc1ccc(N2C(=O)CC(N3CC(C)OC(C)C3)C2=O)cc1 (stereo not drawn)	-1	-11	2	4	-0.3	8	0	-3
CC1CCCC(C)N1C(=O)CSc1nnc(COc2cccc3cccnc23)o1 (stereo not drawn)	-10	-23	2	-44	0.6	4	-7	-12
CCCCn1c(CN2CCN(C(=O)c3ccco3)CC2)nc2c1c(=O)n(C)c(=O)n2C	-14	0	-2	4	0.0	7	6	-3
Cc1nn(Cc2ccc(Cl)cc2)c(C)c1NC(=O)CSc1nc2c(c(C(F)(F)F)n1)CCc1ccccc1-2	-3	-22	1	16	-2.8	-13	6	13
CCCOc1cccc(NC(=O)c2cc(C)oc2C)c1	4	-8	-1	15	0.4	0	-3	4
Cc1ccc(NC(=O)CO/N=C/c2ccccc2C)c(C)c1	1	-4	-1	7	-2.7	-7	1	-3
CCNC(=S)NNC(=O)c1cc(-c2cccc(OCC)c2)nc2ccccc12	6	-7	-7	-64	-0.1	2	-5	-7
Cc1cccc(C(C)C)c1NC(=O)COC(=O)C1CC(=O)N(Cc2ccccc2)C1 (stereo not drawn)	-12	-9	3	4	-1.4	-4	-4	3
CC(c1nc2ccccc2o1)N1C(=O)c2ccccc2C1=O (stereo not drawn)	-10	-35	0	10	3.6	5	0	0
Cc1ccccc1C(=O)NCCCn1ccnc1	-6	3	0	10	1.8	-4	10	-5
CC(=O)N[C@H]1C(O)O[C@H](CO)[C@@H](O)[C@@H]1O (stereo partly drawn)	-7	1	-2	5	2.0	0	11	-2
CC1CCN(c2ccc(C(=O)NCCc3ccccc3)cn2)CC1	-4	-41	-1	-14	1.2	-7	-8	-5
O=C(Nc1nnc(SCc2ccc(Cl)cc2Cl)s1)C1COc2ccccc2O1 (stereo not drawn)	14	-16	15*	7	70*	-28	11	8
COc1ccc(-c2nc(=S)c3c(n2CCN2CCOCC2)CC(C)(C)OC3)cc1	3	-12	-2	19	0.7	-6	5	-8
Cc1cccc(NC(=O)c2c(O)c3ccccc3[nH]c2=O)c1	1	-1	2	-75	1.2	-13	-1	-6
COC(=O)c1ccc(Nc2ncnc3c2cnn3-c2cccc(C)c2)cc1	-2	-13	-2	-392	3.0	4	7	2
CCOC(=O)c1ccccc1NC(=O)CN(c1ccccc1OC)S(C)(=O)=O	-2	-4	-1	11	0.1	-13	8	-5
CC(C)(C)C(=O)NC(CC(=O)O)c1ccccc1 (stereo not drawn)	-14	6	1	4	-0.8	5	4	-2
CCOP(=O)(OCC)C(Nc1cc(Cl)cc(Cl)c1)c1cccc(O)c1 (stereo not drawn)	1	3	-2	14	5.2	17	7	0
Nc1ccccc1Nc1cc(-c2ccccc2)nn1-c1ccccc1	1	4	-9	-130	-0.1	34	-9	-5
CCOC(=O)Cc1csc(NC(=O)CSc2nnnn2-c2ccc(C)cc2C)n1	-3	-6	0	11	1.2	-22	2	-3
CCOC(=O)c1c(-c2ccc(-c3ccccc3)cc2)csc1NC(=O)CNCCN(C)C	9	-20	x	1	-3.4	4	0	4
CCOC(=O)C(=O)Nc1cccc(C(=O)OCC)c1	8	-24	1	29	-0.1	-17	-9	6
NC(=O)C1CCN(CC(=O)Nc2ccccc2N2CCOCC2)CC1	0	-25	0	20	-2.8	-11	0	-2
Cn1nc(C(=O)Nc2ccc3c(c2)OCO3)c2ccccc2c1=O	-2	5	0	8	0.0	-9	2	-2
COc1ccc(NC(=O)CN(C)C(=O)c2cc(C3CC3)nn2-c2ccccc2)cc1	1	-17	2	8	-0.5	12	2	-3
Cn1cc(C(=O)c2cccc(Cl)c2)cc1C#N	-1	10	-2	-2	-1.0	-10	4	-5
O=C(c1ccc2c(c1)OCO2)N(c1ccccc1)C1C=CS(=O)(=O)C1 (stereo not drawn)	-2	2	1	25	-2.7	5	2	-4
COc1ccccc1-n1c(=S)[nH]c2c(sc(=S)n2-c2ccccc2)c1=O	-36	0	3	29	-1.0	63*	0	-6
Cc1cc(C)n(CCC(=O)N2CCN(S(=O)(=O)c3ccccc3)CC2)n1	-6	-8	1	0	2.0	-1	2	0
COc1ccc(C2NC(=O)NC(C)=C2C(=O)Nc2cc(C)ccc2C)cc1OC (stereo not drawn)	-6	-6	-1	8	0.9	-14	0	-10
COC(=O)c1ccc(NC(=O)CCS(=O)(=O)c2ccc(Br)s2)cc1	-11	1	0	8	3.7	0	2	3
O=C(NCc1cccnc1)C(=O)NCC1OCCN1S(=O)(=O)c1ccccc1 (stereo not drawn)	-18	-8	-3	3	-0.8	-3	-11	-5
CCO[C@@H]1OC(C(=O)O)=C[C@H](C2CCCCC2)[C@H]1CCCO	10	-7	1	17	-2.4	3	6	-5
O=C(NCC(c1ccco1)N1CCCC1)c1cccc(S(=O)(=O)Nc2ccc(Br)cc2)c1 (stereo not drawn)	-1	1	5	-16	-1.5	-2	6	-9
COc1ccccc1N1CCN(C(=O)c2cc(=O)c3cc(C)cc(C)c3o2)CC1	-9	-16	x	3	-0.1	6	-2	-3
CCOC(=O)CC1C(=O)NCCN1S(=O)(=O)c1cccc(C(F)(F)F)c1 (stereo not drawn)	-4	-13	2	3	-0.3	9	-7	-2
COc1ccc(-n2c(CNC(=O)c3cc(OC)c(OC)c(OC)c3)n[nH]c2=S)cc1	0	12	-3	5	-1.1	51	8	-11
COc1ccc(N(CC(=O)NC2CCCCC2)C(=O)CCCC(=O)Nc2ccccn2)c(OC)c1	-1	13	6	2	0.9	4	0	-7
O=C(c1coc2ccc(O)cc12)C1CC1	-15	8	-1	12	-2.6	-9	8	-4
O=C(NC1CCN(Cc2ccccc2)CC1)c1cc(Br)c(Br)[nH]1	-6	-8	-2	18	66*	1	-7	2
Cc1ccc(N2CC(C(=O)N3CCc4ccccc4C3)CC2=O)cc1 (stereo not drawn)	6	-12	-1	2	-0.1	9	0	-3
Cc1cc(C)c(S(=O)(=O)c2ccccc2C)c(N(C)C)n1	-6	1	1	-7	2.4	2	-5	1
Cc1ccc(CNC(=O)C2CCC(CNc3c(N4CCC(C)CC4)c(=O)c3=O)CC2)cc1 (stereo not drawn)	-4	18	0	24	0.9	-5	5	-7
